Dicer inh: inhibitors of Dicer pre-microRNA processing, primary screen, biochemical, cat-ELCCA, chemiluminescence. AID 1347074, 2019. 47,000 compounds, 6% hits. cat-ELCCA pre-miR-21 Dicer processing; active compounds read high. z-score at 25 µM. Endoribonuclease Dicer (Homo sapiens), Q9UPY3; in the data active means z-score above about 3, passing the limit was not always enough;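 further: plate controls were vehicle for no effect and no enzyme for full effect; higher signal means more uncleaved substrate so more Dicer inhibition; strong numbers were not always called active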
* hit, by the source's call; & = joins results of further samples. Some of the compounds tested. The share of hits here may be higher or lower than overall.

nr | SMILES | Dicer inh
1 | CC1c2ccsc2CCN1C(=S)NC(=O)c1ccc(C(C)(C)C)cc1 (stereo not given) | -1.3
2 | COc1ccc(-c2n(C)c3ccccc3[n+]2C)cc1 | -0.71
3 | CC(=O)Nc1c(F)cc(Br)cc1F | -1.3
4 | CC1CCCN(c2cc(N(C)C)c([N+](=O)[O-])cc2F)C1 (stereo not given) | 1.5
5 | CCOC(=O)c1c(C)n(C)c2ccc(O)cc12 | 1.5
6 | O=c1oc(-c2ccc(Cl)cc2Cl)nc2ccc(I)cc12 | 0.98
7 | CC1(C)CC(=O)C2=C(C1)Nc1ncnn1C2c1cccc(O)c1 (stereo not given) | -0.16
8 | Nc1cc(C(Cl)=C(Cl)Cl)c(S(N)(=O)=O)cc1S(N)(=O)=O | 0.76
9 | Nc1c(C(=O)N/N=C/c2ccc(OCc3ccccc3)cc2)cnn1-c1ccccc1 | -0.53
10 | O=C(c1ccc(F)cc1)N1N=C2c3ccccc3CCC2C1c1ccc(F)cc1 (stereo not given) | -0.79
11 | COc1ccc(/C(O)=C2\C(=O)C(=O)N(c3nnc(C)s3)C2c2cccc(Oc3ccccc3)c2)cc1 (stereo not given) | 1.1
12 | C=CC(C)N1C(=O)c2ccccc2C1=O (stereo not given) | 0.45
13 | O=C(CSc1nc2ccccc2c(=O)n1CC(=O)c1ccc(Cl)cc1)c1ccc(Cl)cc1 | 0.53
14 | Nc1cccc(F)c1CNCC(O)COc1ccc(Cl)c(Cl)c1 (stereo not given) | -0.32
15 | O=C(Oc1ccccc1N1CCCCC1)C1CCN(c2nccc(C(F)(F)F)n2)CC1 | 0.55
16 | CC(SCC(=O)O)(SCC(=O)O)c1ccccc1 | 0.37
17 | Cc1nccc(-c2cccc(N/N=C(\C#N)S(=O)(=O)c3ccccc3)c2)n1 | 10
18 | NC(=O)c1sc(=S)n(-c2ccc(Cl)cc2)c1N | 0.06
19 | CCOC(=O)C1=C(C)Nc2nnnn2C1c1ccc(O)cc1 (stereo not given) | -2.2
20 | Cc1nn(C)c(NC(=O)c2ccc(Cl)cc2)c1Br | 1.6
21 | COc1cc(C2C(C(=O)OC(C)C)=C(C)NC3=C2C(=O)CC(C)(C)C3)cc(Cl)c1O (stereo not given) | -0.64
22 | COc1cccc(OC)c1C(=O)Oc1ccc2c(=O)c(-c3ccccc3)coc2c1 | -0.38
23 | CC(=O)c1cc(F)c(Cl)cc1Cl | 1
24 | Clc1ccc(CNc2nc3ccccc3n2CCN2CCOCC2)cc1 | 3.5*
25 | N#CCc1n[nH]c(=S)n1-c1ccc(Cl)c(Cl)c1 | 1.1
26 | Cc1cc(C)n2nc(C(C)(C)C)cc2n1 | 0.27
27 | CCCOc1ccc(C2c3c(oc4ccccc4c3=O)C(=O)N2c2nc(C)c(C)s2)cc1 (stereo not given) | 0.2
28 | Nc1nc(NS(=O)(=O)c2cc(C(F)(F)F)cc(C(F)(F)F)c2)cc(-c2ccc(F)cc2)n1 | -2.1
29 | COc1cc(O)ccc1C1Nc2ccccc2-c2cc(C)nn21 (stereo not given) | 0.34
30 | CCCC1CC(CSc2nc3ccccc3[nH]2)OC1=O (stereo not given) | -1.6
31 | COc1ccc(N=Nc2c(O)c(O)cc3ccccc23)cc1 | 2.3
32 | CN(C)c1ccc(/C=N/Nc2cnc3ccccc3n2)c(Cl)c1 | -0.01
33 | CCOC(=O)CCc1c(CC(=O)OCC)c[nH]c1/C=N/O | 16*
34 | COc1cc(S(=O)(=O)Nc2cccnc2)ccc1F | 0.84
35 | COC(=O)Oc1ccc2c(=O)c(Oc3ccccc3Cl)coc2c1 | 0.07
36 | C=CCN1C(=O)C2(/C(=C(/O)c3ccccc3)C(=O)C(=O)N2CCCN(C)C)c2ccccc21 (stereo not given) | 4*
37 | Cc1cc(C)c(S(=O)(=O)Nc2ccc(Br)c3cccnc23)c(C)c1 | 2.7
38 | CCOC(=O)c1cnc2c(c(C)nn2C)c1Oc1ccc(F)cc1 | -0.05
39 | O=C(C1=NOC2(C(=O)c3ccccc3C2=O)C1c1ccc(Cl)cc1)c1ccccc1 (stereo not given) | -0.57
40 | CC1(NC(=O)N2CCOCC2)CCS(=O)(=O)C1 (stereo not given) | 1.2
41 | COCCOC(=O)c1c(C)oc2ccc(NS(=O)(=O)c3ccc(Cl)cc3)cc12 | -0.11
42 | O=C1c2cc(Br)ccc2-c2ccc(Br)cc21 | -0.73
43 | Cc1nn(C)c(Sc2ccc(Cl)cc2)c1[N+](=O)[O-] | -1.4
44 | COC(=O)c1c(C)[nH]c(C)c1-c1ccn[nH]1 | -0.74
45 | CCN(c1nc(N)c(C(=O)N=C(N)N)nc1Cl)C(C)C | 1.2
46 | C=CCNc1nc2c(c(=O)[nH]c(=O)n2C)n1CC | 3.2*
47 | CNCCC(Oc1ccccc1OC)c1ccccc1 (stereo not given) | -1.3&1.7
48 | Cc1ccc(C(C)C)c(OCCSc2ncnc3nc[nH]c23)c1 | -0.81
49 | CCOc1ccc2nc(S(N)(=O)=O)sc2c1 | 2
50 | O=C(c1ccc(Cl)cc1)N1CCN(C(c2ccccc2)c2ccccc2)CC1 | -0.22
51 | CN(C(=O)Nc1cnccc1C(F)(F)F)C1CCCCC1 | -1
52 | CC(C(=O)OCc1cccc(Br)c1)N1C(=O)C(=O)c2ccccc21 (stereo not given) | 0.16
53 | O=C1c2cc3ccccc3cc2C(=O)C1c1ccccc1 | 4*
54 | CCOC(=O)c1c(NC(=O)c2cccs2)sc(C)c1C | -0.48
55 | Cc1c(C#N)c(NC(=O)c2cccs2)n(CC2CC2)c1C | -0.66
56 | Cc1ccc2c(c1)-c1cc(C)nn1C(c1ccc3c(c1)OCO3)N2 (stereo not given) | 1.2
57 | Cc1ccc(C2NC(=O)c3c(sc4c3CCN(C)C4)N2)c(O)c1 (stereo not given) | -1.7
58 | Cc1ccc(Cc2c(C)[nH]c(=S)[nH]c2=O)cc1 | -0.66
59 | Cc1[nH]nc(NCCc2ccccc2)c1[N+](=O)[O-] | 0.44
60 | O=c1oc(Cc2ccccc2)nc2scc(-c3ccccc3)c12 | 1.4

Along the list, as entered above.
Compounds 47–53 in Dicer inh, in turn: -1.3&1.7, -0.81, 2, -0.22, -1, 0.16, 4*

Going on with the list:
nr | SMILES | Dicer inh
61 | CC(=O)C(C)(C)OC(=O)NCCc1ccccn1 | -0.94
62 | CCOC(=O)CSc1nnc(-c2ccccc2)n1-c1ccccc1 | -0.86
63 | CCCOc1ccc(C2C(C(=O)OC(C)C)=C(C)Nc3nc4ccccc4n32)cc1 (stereo not given) | -0.19
64 | Cc1ccc(-c2cc(-c3c(C)nn(C)c(=O)c3N)[nH]n2)cc1 | -0.44
65 | CSc1nnc(NCc2cccc(Cl)c2)s1 | -0.07
66 | CCCCNc1ncnc2c1sc1nc(N3CCCC3)c3c(c12)CC(C)(C)OC3 | -0.26
67 | COC(=O)C1Cc2c([nH]c3ccccc23)C(C)N1 (stereo not given) | -0.21
68 | O=C(CSc1nnc2c(n1)[nH]c1ccccc12)N1CCCc2ccccc21 | 1.5
69 | Cc1oc2cc(Br)c(OC(=O)c3ccco3)cc2c1C(=O)OC(C)C | 1.6
70 | CCOc1ncnc2c1[nH]c1ccc(F)cc12 | 2.5
71 | CCOC(=O)c1sc(Br)nc1C | -0.49
72 | C=CCOC(=O)C1=C(C)NC2=C(C(=O)CC(C)(C)C2)C1c1ccc(OC(C)=O)cc1 (stereo not given) | -0.25
73 | O=C(O)c1ccc(Cn2cccn2)o1 | 1
74 | N[C@@H](C(=O)N[C@@H]1C(=O)N2C(C(=O)O)=C(Cl)CS[C@H]12)c1ccccc1 | -1.9
75 | O=C(c1cccs1)N1CCN(CCN2C(=O)c3cccc4cccc(c34)C2=O)CC1 | 0.18
76 | c1ccc(OCc2nc3c4c5c(sc4ncn3n2)CCCCC5)cc1 | 1.7
77 | O=C(c1cccc2ccccc12)N1CCc2[nH]c3ccc(F)cc3c2C1 | -0.03
78 | Cc1cc2n(n1)C(c1cc(Br)ccc1O)Nc1ccccc1-2 (stereo not given) | 4.6*
79 | CNC(=O)NNC(=O)c1sc(SC)c2c1CCC=C2 | -0.33
80 | Cc1cc(Br)c(NC(=O)c2cccs2)c(Br)c1 | 1.7
81 | CCOc1ccc(Cc2c(C)nc(N)[nH]c2=O)cc1 | -0.32
82 | Cc1ccc(-c2cc3ncc4c(n3n2)-c2cc(C)ccc2OC4)cc1 | 1.6
83 | CC(O)CNC(=O)C(=O)NCC1CCCO1 (stereo not given) | 1.2
84 | O=C(O)CSCC(=O)Nc1ccc(N2CCOCC2)nc1N1CCOCC1 | -1.3
85 | Cc1ccc(S(=O)(=O)NC(=O)N(CCC#N)Cc2ccccc2)cc1 | -2.2
86 | Cn1c(=O)c2c(-c3ccccc3)n(-c3cccc(N)c3)cc2n(C)c1=O | -1.3
87 | O=C(/C=C(\CC(=O)c1ccccc1)c1ccc(Cl)cc1)c1ccccc1 | -1.6
88 | COCc1cc(=O)[nH]c(/N=C(\N)Nc2ccc(Cl)cc2Cl)n1 | 0.22
89 | CC(Oc1ccc(Oc2ccc(C(F)(F)F)cc2)cc1)C(=O)NNc1cnc2ccccc2n1 (stereo not given) | 4.9
90 | COc1ccc(Nc2ncnc3ccccc23)cc1 | 6.2
91 | CCc1ccc(C2c3c(oc4cc(C)c(C)cc4c3=O)C(=O)N2CCCN2CCOCC2)cc1 (stereo not given) | 1.6
92 | CC(/C=C/c1cccnc1)=C\C(=O)O | 0.83
93 | O=C(Nc1cccc(Cl)c1Oc1ccc(S(=O)(=O)N2CCOCC2)cc1)C(F)(F)F | -0.31
94 | CCCCCCCN=C(C1=C(O)C(=O)N(c2ccccc2)C1=O)c1ccccc1 | -0.35
95 | O=C1C(c2ccc(I)cc2)=C(O)c2ccccc21 | -0.22
96 | COc1ccc(N2C(=O)C3C(c4ccccc4)OC4(C(=O)c5ccccc5C4=O)C3C2=O)cc1OC (stereo not given) | -0.1
97 | CC1=C(C#N)C(c2cccc(O)c2)C2=C(CC(C)(C)CC2=O)N1 (stereo not given) | -0.76
98 | CCOc1ccc(C2c3c(oc4ccccc4c3=O)C(=O)N2c2ccccn2)cc1OCC (stereo not given) | 1.7
99 | COCc1nc2sc(C(=O)OC)c(N)c2cc1C(=O)OC | 0.03
100 | Cn1ncc(Br)c1NC(=O)c1ccco1 | -0.34
101 | CCOCCn1c(C(C)O)nc2ccccc21 (stereo not given) | -1.9
102 | CC1(C)CC(=O)c2c(NCc3ccco3)sc(C#N)c2C1 | -0.61
103 | CCOC(=O)c1ccc(N2C(=O)C3ON(c4ccc(Cl)cc4)C(c4cccs4)C3C2=O)cc1 (stereo not given) | -0.45
104 | NNC(=S)Nc1ccc(C(F)(F)F)cc1Cl | -0.14
105 | CC(C)(C)C(=O)CSc1n[nH]c(=O)n1-c1ccccc1C(F)(F)F | 0.4
106 | c1ccc(-c2nnc(-c3ccccn3)nc2-c2ccccc2)cc1 | -6.3
107 | CCOc1cc(C2Nc3cc(C)c(C)cc3NC3=C2C(=O)CC(C)(C)C3)ccc1O (stereo not given) | -1.4
108 | O=C(O)c1nc2ccccc2nc1C(=O)O | 1.7
109 | CCOC(=O)c1c(C)c(C#N)c(NC(=O)c2ccc(Cl)cc2Cl)n1-c1ccc(C)cc1 | -0.27
110 | CC(C)(CC(=O)O)CC(=O)NC1Cc2ccccc2C1 | -0.83
111 | CCOC(=O)c1cnc(N2CCOCC2)nc1NC(=O)Nc1ccc(Cl)cc1 | -0.52
112 | O=C(NOC[C@H](O)CO)c1ccc(F)c(F)c1Nc1ccc(I)cc1F | 0.24
113 | O=C1CCCC(O)=C1N=Nc1cc(C(F)(F)F)ccc1OCC(F)(F)F | -1.7
114 | C=CCn1c(SCC(=O)NCCCO)nc2sc(C)c(C)c2c1=O | -0.39
115 | C=C(C)Cc1c(C)nc(SCC(=O)c2ccc(Cl)cc2)[nH]c1=O | 1.2
116 | N#Cc1c(-c2ccco2)cc(-c2ccc(Cl)cc2)[nH]c1=O | 1.7
117 | COC(=O)C(Cc1ccc(Cl)cc1Cl)S(=O)(=O)c1ccc(Cl)cc1 (stereo not given) | -0.32
118 | CC(C)n1c(CN2CCN(c3cccc(Cl)c3)CC2)nc2c1c(=O)n(C)c(=O)n2C | -0.29
119 | O=c1[nH]cc(NCc2ccccc2)c(=O)[nH]1 | -10
120 | FC(F)(F)c1cc(-c2ccco2)nc2c(-c3ccccc3)cnn12 | -1.7

Other entries:
nr | SMILES | Dicer inh
121 | COc1ccc(C2CC(=O)C3=C(C2)NC(C)=C(C(=O)OC(C)C)C3c2ccccn2)cc1 (stereo not given) | 0.15
122 | FC(F)(F)c1ccc(/C=N/Nc2nc3ccc(Cl)cc3s2)c(Cl)c1 | 0.47
123 | N#Cc1ccc(/C=C2\NC(=S)NC2=O)cc1 | 1.1
124 | Clc1ccccc1-c1nc2ccccc2[nH]1 | 0.38
125 | C=CCNC(=O)c1c([N+](=O)[O-])cnn1C | -0.09
126 | Cn1c(=O)c2c(nc3n(CC4CCCO4)c(-c4ccc(Cl)cc4)cn23)n(C)c1=O (stereo not given) | 1.7
127 | Cc1c(Br)sc2ccc(Cl)cc12 | -0.22
128 | CCCOc1ccc(S(=O)(=O)n2cc(F)c(=O)[nH]c2=O)cc1 | 0.06
129 | Fc1ccccc1CN1CCN(C2CCCC2)CC1 | 5.3*
130 | c1ccc(-c2ccc(C(c3ccccc3)n3ccnc3)cc2)cc1 (stereo not given) | -0.21
131 | Cc1ccc(S(=O)(=O)N2CCCC2CO)cc1 (stereo not given) | -0.5
132 | CCc1ccc2nc(NC3=NCN(CCN4CCOCC4)CN3)nc(C)c2c1 | -0.62
133 | O=C(Nc1nc2ccccc2n1CCN1CCCCC1)C1CCCCC1 | -4.1

6 structures already listed, ordered by count of non-hydrogen atoms, low to high.
nr | SMILES | Dicer inh
124 | Clc1ccccc1-c1nc2ccccc2[nH]1 | 0.38
131 | Cc1ccc(S(=O)(=O)N2CCCC2CO)cc1 (stereo not given) | -0.5
128 | CCCOc1ccc(S(=O)(=O)n2cc(F)c(=O)[nH]c2=O)cc1 | 0.06
130 | c1ccc(-c2ccc(C(c3ccccc3)n3ccnc3)cc2)cc1 (stereo not given) | -0.21
133 | O=C(Nc1nc2ccccc2n1CCN1CCCCC1)C1CCCCC1 | -4.1
126 | Cn1c(=O)c2c(nc3n(CC4CCCO4)c(-c4ccc(Cl)cc4)cn23)n(C)c1=O (stereo not given) | 1.7

Screening data as filed in PubChem.
